TDP1 inh: qHTS Assay for Inhibitors of Tyrosyl-DNA Phosphodiesterase (TDP1); Tyrosyl-DNA phosphodiesterase 1 (Homo sapiens), Q9NUW8; Potency, µM (titrated, usually from 130 µM), for the others: at the top dose activity change, negative = inhibition, actives largely listed as inhibitors; recombinant TDP1, AlphaScreen DNA substrate cleavage; actives 0.28% (n = 350,000); further: nearly all actives have a fitted effect of over 40% in size
Target sequence (Q9NUW8 whole entry, looked up): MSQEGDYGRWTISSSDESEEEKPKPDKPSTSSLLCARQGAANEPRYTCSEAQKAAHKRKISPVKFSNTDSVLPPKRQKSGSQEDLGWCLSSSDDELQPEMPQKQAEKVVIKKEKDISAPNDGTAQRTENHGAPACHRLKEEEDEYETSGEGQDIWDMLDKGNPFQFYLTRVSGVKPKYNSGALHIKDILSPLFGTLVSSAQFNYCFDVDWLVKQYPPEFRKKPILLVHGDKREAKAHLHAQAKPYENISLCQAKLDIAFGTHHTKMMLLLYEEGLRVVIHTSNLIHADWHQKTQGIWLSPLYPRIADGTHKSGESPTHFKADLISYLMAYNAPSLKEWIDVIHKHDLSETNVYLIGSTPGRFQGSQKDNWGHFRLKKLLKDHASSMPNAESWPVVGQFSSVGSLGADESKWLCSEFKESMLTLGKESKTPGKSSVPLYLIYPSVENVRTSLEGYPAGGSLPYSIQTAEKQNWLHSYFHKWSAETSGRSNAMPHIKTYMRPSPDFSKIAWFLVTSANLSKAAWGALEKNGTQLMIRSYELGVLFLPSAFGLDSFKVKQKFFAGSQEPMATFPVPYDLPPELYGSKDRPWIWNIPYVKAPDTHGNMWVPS
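Signal: AlphaScreen proximity between streptavidin donor and anti-FITC acceptor beads on intact substrate. Reaction: Tdp1 1 nM, substrate 15 nM final, 5 min RT after 15 min compound preincubation.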
TDP1 cell noCPT: qHTS for Inhibitors of human tyrosyl-DNA phosphodiesterase 1 (TDP1): qHTS in cells in absence of CPT. DT40 Tdp1-/- hTDP1 cells, no CPT, ATP luminescence, 48 h. Potency, µM (highest dose often 46.2 µM), without a hit: at the top dose activity change, negative = growth inhibition, actives largely listed as inhibitors. actives 15% (n = 420,000). AID 686978, 2013; further: nearly all actives have a fitted effect of over 55% in size
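Growth of hTDP1-complemented DT40 Tdp1-knockout cells is measured by ATP luminescence after at least 48 hr compound exposure at 37 °C, with DMSO substituting for the 20 nM CPT used in the parallel screen.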
N370S GC: qHTS Assay for Inhibitors and Activators of N370S glucocerebrosidase as a Potential Chaperone Treatment of Gaucher Disease. Lysosomal acid glucosylceramidase (Homo sapiens), P04062. N370S GC spleen homogenate, 4MU-glucoside fluorescence. Potency, µM (doses to about 59.4 µM), for the others: at the highest dose activity change, negative = inhibition, usual class: inhibitors. actives 0.092% (n = 330,000). AID 2101, 2009;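 further: 0% = full enzyme activity and -100% = no enzyme basal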
Starred values were filed as active, the others as inactive; ? = inconclusive; / = not tested or not shown; & = joins results of further samples; [ ] = dose if it differs, or a comment. The call rests on the fitted dose curve; in most records, active means well fitted curve in the direction sought with a large enough effect; inconclusive means small, poorly fitted or top-dose-only effect, or another doubt; inactive means no such curve, though single readings can be large; an effect the other way counts as inactive or inconclusive. Unless noted, on the % scale 0 is the no-effect control and ±100 the full control effect; potency means the concentration at half of the fitted maximal effect.

SMILES	TDP1 inh	TDP1 cell noCPT	N370S GC
O=C(/C=C/c1ccc(O)c(O)c1)c1ccccc1O	4%	?	-6%
COc1ccc(NC(=O)c2cccc(S(=O)(=O)N3CCOCC3)c2)cn1	7%	-16%	2%
CCC1(CC)Cc2ccccc2C(=C(C#N)C#N)N1	3%	-16%	6%
O=C(c1cc(=O)[nH]c2ccccc12)N1CCN(c2ccc([N+](=O)[O-])cc2)CC1	-13%	?	14%
Clc1ccc2c(NCc3ccco3)ncnc2c1	8%	13µM*	-18%
Cc1nn(CCO)c2c1C(=O)CCC2	-1%[56.1 µM]	0%	5%
CCn1c(=N)c(S(=O)(=O)c2ccccc2)cc2c(=O)n3ccccc3nc21	-1%	-20%	-9%
Cc1ccc(Cl)cc1N1CCN(Cc2nc3ccsc3c(=O)[nH]2)CC1	6%	?	-21%
CCc1ccccc1NC(=O)CSc1nnc(CC)c(CC)n1	3%	-17%	/
Cc1n[nH]c(=O)nc1N/N=C/c1ccc(O)c([N+](=O)[O-])c1	2%	?	-6%
Fc1ccc(-c2csc(N3CCSCC3)n2)cc1	3%	-7%	8%
CCN(CC)S(=O)(=O)c1ccc(NC(=O)[C@@H](NC(=O)c2cc(OC)cc(OC)c2)C(C)C)cc1	5%	?	-6%
Cc1c(C(=O)N2CCCCC2C)sc2nc3n(c(=O)c12)CCC3 (configuration not stated)	0%	0%	2%
Fc1ccc(-c2ccc(/C=N/n3cnnc3)o2)cc1	3%	0%	-2%
O=c1/c(=C/c2ccc(O)c([N+](=O)[O-])c2)sc2nc3ccccc3n12	0%	-3%	1%
COc1ccc(OC)c(NC(=O)COC(=O)c2c3c(nc4ccccc24)CCCC3)c1	4%	21µM*	11%
Cc1cccc(C)c1OCCn1nc(C(=O)O)c2ccccc2c1=O	1%	?	25%
Cc1cccc(OCC(=O)Nc2ccc(C(=O)NCc3cccnc3)cc2)c1	5%	/	0%
N#Cc1ccccc1NC(=S)NC(=O)C1CCC1	2%	4%	-4%
COc1ccc(S(=O)(=O)n2ccc(C(C)Oc3ccc(-c4ccccc4)c(F)c3)n2)cc1 (configuration not stated)	-3%	18µM*	6%

For reference, part of the list above:
SMILES	TDP1 inh	TDP1 cell noCPT	N370S GC
Fc1ccc(-c2csc(N3CCSCC3)n2)cc1	3%	-7%	8%
CCN(CC)S(=O)(=O)c1ccc(NC(=O)[C@@H](NC(=O)c2cc(OC)cc(OC)c2)C(C)C)cc1	5%	?	-6%
Cc1c(C(=O)N2CCCCC2C)sc2nc3n(c(=O)c12)CCC3 (configuration not stated)	0%	0%	2%
Fc1ccc(-c2ccc(/C=N/n3cnnc3)o2)cc1	3%	0%	-2%
O=c1/c(=C/c2ccc(O)c([N+](=O)[O-])c2)sc2nc3ccccc3n12	0%	-3%	1%
COc1ccc(OC)c(NC(=O)COC(=O)c2c3c(nc4ccccc24)CCCC3)c1	4%	21µM*	11%
Cc1cccc(C)c1OCCn1nc(C(=O)O)c2ccccc2c1=O	1%	?	25%

New compounds follow.
SMILES	TDP1 inh	TDP1 cell noCPT	N370S GC
CCCN1CCN(S(=O)(=O)c2c(C)[nH]c(C)c2C(=O)N2CCCCC2)CC1	4%	0%	0%
O=C(c1ccc2c(c1)OCCO2)C1CCN(C(=O)c2ccc(F)cc2)CC1	4%	?	-10%
O=C(NCCSCc1ccco1)Nc1cc(Cl)cc(Cl)c1	/	?	9%
Cc1cc(NC(=O)Nc2ccc(F)c(Cl)c2)no1	1%	-10%	?
O=c1cnc2cnc(N3CCNCC3)nc2n1C1CC1	/	16%	-9%
COc1ccccc1-n1nnnc1SCc1ccccc1	-2%	-23%	-1%
Cc1ccc(N2Cc3ccccc3OC(C)C2=O)cc1 (configuration not stated)	-3%	-24%	15%
Oc1ccc(-c2n[nH]c(=S)n2-c2ccc3c(c2)OCCO3)cc1	3%	-6%	-9%
COc1ccc(-c2onc(C)c2C)cc1S(=O)(=O)NCCc1ccccc1	3%	?	/
O=C(Nc1nc(-c2ccccn2)cs1)c1ccccc1-n1cnnn1	5%	?	-2%

An excerpt of these results, with two lines to a compound.
Order of results: TDP1 inh | TDP1 cell noCPT | N370S GC
O=C(c1ccc2c(c1)OCCO2)C1CCN(C(=O)c2ccc(F)cc2)CC1
    4% | ? | -10%
O=C(Nc1nc(-c2ccccn2)cs1)c1ccccc1-n1cnnn1
    5% | ? | -2%
COc1ccc(-c2onc(C)c2C)cc1S(=O)(=O)NCCc1ccccc1
    3% | ? | /

Further structures:
SMILES	TDP1 inh	TDP1 cell noCPT	N370S GC
CNC(=O)c1ccc(-c2nc(-c3ccccc3)cs2)cc1	-1%	5%	9%
Cc1c(NS(=O)(=O)c2cc(NC(=O)CCN3CCCC(C)C3)ccc2Cl)c(=O)n(-c2ccccc2)n1C (configuration not stated)	0%	2%	4%
C(=N\Nc1ncnc2sc3c(c12)CCC3)/c1ccncc1	1%	?	3%
CCOC(=O)N1CCN(S(=O)(=O)c2ccc(C(=O)NNc3nc4ccc(Cl)cc4s3)cc2)CC1	8%	21µM*	-20%
COCCn1c(C)cc(/C=C2\NC(=S)N(C)C2=O)c1C	8%	?	-16%
CCCCNC(=S)N(C)/N=C/c1c(C)[nH]c2ccccc12	3%	-28%	5%
CC(=O)NC1CCN(CC(=O)Nc2cccc([N+](=O)[O-])c2)CC1	-2%	1%	0%
COc1ccc(CC(=O)NNc2ncnc3c2cnn3-c2ccccc2)cc1	8%	-26%	-4%
Cc1ccc(C)c(N2CCN(c3ncnc4c3cnn4-c3ccccc3)CC2)c1	6%	?	-5%
CCc1ccccc1NC(=O)[C@@H]1CCC(=O)N1C1OC(=O)c2c1ccc(OC)c2OC (some centres not stated)	/	5%	-3%
CCN(CC)C(=O)CC(c1ccc2c(c1)OCO2)c1c(O)cc(OC)cc1OC (configuration not stated)	7%	-29%	-9%&11%
CCCCN(CCCC)CCNC(=O)c1cn(CC)c2ccc(S(=O)(=O)N3CCc4ccccc4C3)cc2c1=O	7%&-2%	23µM*	-10%
Cn1c(=O)c2c(nc(N3CCOCC3)n2CC(=O)C23CC4CC(CC(C4)C2)C3)n(C)c1=O	10%	?	16%
S=c1[nH]nc2n1CCCN2	2%	-4%	3%
COc1ccc(C)cc1NC(=O)c1ccc2c(O)c(S(=O)(=O)c3ccccc3)c(=O)[nH]c2c1	0%	12%	-9%
CN(C)CCCNC(=O)c1ccc(Cl)c(S(=O)(=O)N2CCCCCC2)c1	2%	?	/
c1cc(-c2nnn(CCOCCn3nnc(-c4ccncc4)n3)n2)ccn1	/	3%	1%
COc1ccc(CCN2CC(C(=O)NCCc3ccccc3C(F)(F)F)CCC2=O)cc1 (configuration not stated)	3%	-8%	4%
COc1ccc(C2SCC(=O)N2c2c(C)n(C)n(-c3ccccc3)c2=O)cc1OC (configuration not stated)	5%	-1%	3%
O=C(CCCN1C(=O)/C(=C\c2ccccc2)SC1=S)Nc1cccc(C(=O)O)c1	11%	-18%	?
Cc1[nH]n(-c2ccccc2)c(=O)c1/C=N/NC(=O)c1cccc(F)c1	/	4.1µM*	-5%
O=C(NCC(=O)N1CCN(c2ncccn2)CC1)c1ccc(F)cc1	2%	-12%	/
CCC(=O)N(c1ccc(F)cc1)C1C=CS(=O)(=O)C1 (configuration not stated)	-1%	0%	3%
O=C1C(=O)N(CCCO)C(c2ccc(Br)cc2)/C1=C(\O)c1ccc(Br)cc1 (configuration not stated)	/	7%	-18%
COc1ccc(CCn2c(N)c(C(=O)NCc3ccco3)c3nc4ccccc4nc32)cc1OC	4%	16µM*	22%
COCCCn1cnnc1SC(C)C(=O)Nc1ccc(S(=O)(=O)N2CCOCC2)cc1 (configuration not stated)	0%	3%	/
Cc1ccc2c(c1)c(-c1ccccc1)nc1nnnn12	-4%	?	-22%
CC1CN(CCCCSc2ccccc2)CC(C)O1 (configuration not stated)	/	-15%	-7%
CC(=O)Nc1ccc(-c2csc(NCCc3ccccc3)n2)cc1	/	?	-11%
CN1C(=O)N(C)C2(c3ccccc3)N(C)C(=O)NC12c1ccccc1 (configuration not stated)	2%	-5%	6%
COc1ccc(-n2c(C)nc3c(cnn3-c3ccc(C)cc3)c2=O)cc1	2%	?	3%
Cc1ccc([N+](=O)[O-])cc1N1C(=O)CS/C1=N\NC(=O)c1cccnc1	1%	17%	11%
COCC(=O)Nc1nc2n(n1)C(c1ccc(OC)cc1)CC(c1ccc(OC)cc1)N2 (configuration not stated)	3%	-12%	-2%
COc1ccc(C(=O)O)cc1S(=O)(=O)NCc1ccccn1	/	-10%	-20%
COc1cccc(C(=O)Nc2ccc(N3CCN(Cc4ccccc4)CC3)cc2)c1	2%	?	/
CCOc1ccccc1NC(=O)Cc1csc(COc2cccc(C)c2)n1	-6%	?	/
COC(=O)COc1ccc(-c2ccc(F)cc2)cc1C=O	-9%	?	-3%
CC(C)(C)NC(=O)C(c1ccc(Cl)cc1)N(Cc1ccco1)C(=O)CCl (configuration not stated)	/	2.9µM*	-1%
CCOC(=O)N1CCC(NS(=O)(=O)c2ccc3c(c2)OCC(=O)N3)CC1	6%	-26%	-8%
OCCN1CCN(c2nc3ccccc3nc2-c2ccccc2)CC1	5%	-23%	-27%
COc1ccc(CNC(=O)c2ccc(CS(=O)(=O)c3ccc(C)cc3)o2)cc1	2%	?	4%
Cc1cc(C)cc(Nc2c3c(nc4ncnn24)CCC3)c1	1%	?	0%
Cc1cccc(C(=O)NCC(=O)OCC(=O)c2ccc(Br)s2)c1	-2%	-1%	/
CC1C(=O)Nc2ccc(S(=O)(=O)N3CCN(c4ccccc4F)CC3)cc2NC1=O (configuration not stated)	/	21µM*	?
COc1ccc(CNC(=O)c2ccc(NS(=O)(=O)c3c(C)noc3C)cc2)cc1	-4%	-9%	6%
Cn1cc(-c2ccccc2C(N)=O)c(=O)c2ccccc21	0%	-2%	-1%
O=S(=O)(Nc1ccc(Cl)cc1)c1ccc2c(c1)CCO2	4%	?	-1%
CC(OC(=O)c1ccc(C(C)(C)C)cc1)C(=O)NC1CCCCC1C (configuration not stated)	0%	?	-8%
CC1CN(S(=O)(=O)c2ccc(Cl)c(C(F)(F)F)c2)CC(C)O1 (configuration not stated)	-7%	?	7%
O=C(c1cccn2c(=O)c3cc4ccccc4cc3nc12)N1CCN(c2ccccc2)CC1	4%	/	2%
Later entries:
SMILES	TDP1 inh	TDP1 cell noCPT	N370S GC
Cc1c(NS(=O)(=O)c2cccs2)c(=O)n(-c2ccccc2)n1C	1%	-22%	-3%
CN(Cc1ccccc1F)C(=O)CN1C(=O)NC2(CCc3ccccc32)C1=O (configuration not stated)	7%	-5%	-5%
Cc1cc(C)c(OCCCNCc2ccccc2)c(Br)c1	/	23µM*	?
COc1ccc(C2NC(=O)C(C#N)=C(S)N2c2ccccc2)cc1OC (configuration not stated)	-8%	?	-4%
COc1ccc(OCC(=O)Nc2cccc(-c3nc4ccccc4s3)c2C)cc1	4%	?	/
COCCCNC(=S)NC1CC2CCCC(C1)N2Cc1cccs1 (configuration not stated)	-2%	-21%	13%
CCOC(=O)C1C(=O)CC(C)(O)C(C(=O)OCC)C1c1ccc(SC)cc1 (configuration not stated)	-3%	-25%	5%
CCOC(=O)c1cc(C#N)c(Nc2ccc(C)cc2)nc1C(F)(F)F	4%	?	7%
Cc1csc(NC(=O)c2c(-c3c(F)cccc3Cl)noc2C)n1	1%	?	/
CC(=O)Nc1nc2c(C)cc(NC(=O)C3CCCCC3)cc2s1	/	-4%	-4%
O=C1C(Cl)=C(N2CCN(Cc3ccccc3)CC2)C(=O)N1c1ccccc1	0%	-25%	-3%
CC1CCN(C(=O)COC(=O)c2n[nH]c(=O)c3ccccc23)CC1	2%	3%	/
COc1cc2c(cc1OC)CN(C(C)C(=O)Nc1cccc(S(=O)(=O)N3CCOCC3)c1)CC2 (configuration not stated)	1%	?	-2%
Cc1cccc2c(C(=O)N3CCN(c4ccccc4)CC3)cc(-c3ccncc3)nc12	3%	2.9µM*	-10%
CCOC(=O)COn1c(=O)c(-c2ccccc2)[n+]([O-])c2ccccc21	/	9%	-16%
CC(=O)c1ccc(NC(=O)COC(=O)c2ccccc2Sc2ccccc2C#N)cc1	1%	3%	13%
CC1C(=O)N2CCCc3cc(NS(=O)(=O)c4ccc(F)cc4)cc1c32 (configuration not stated)	/	-27%	1%
Cc1ccccc1OCCC(=O)Nc1cc(S(=O)(=O)N2CCOCC2)ccc1OC(C)C	2%	?	2%
COc1ccc(-c2cccc(-c3cc(=O)oc4cc(OC)cc(OC)c34)c2)cc1	1%[56.1 µM]	0.65µM*	/
COc1ccc(CCNS(=O)(=O)c2ccc3c(c2)oc(=O)n3C)cc1OC	5%	-8%	-13%
COc1ccc2nc(-c3ccccc3)cc(OC)c2c1	4%	?	-2%
CCOC(=O)c1c(NC(=O)c2ccoc2C)sc2c1CCC2	2%	-20%	29%

Assay outcomes: PubChem, National Center for Advancing Translational Sciences (NCATS)

Only part of the results is shown; the hit share may differ from the screen's.
